Screens deposited in PubChem by several laboratories.
Mcl1 Noxa PPI: Mcl-1/Noxa interaction inhibition; AID 1022; TR-FRET Mcl-1/Noxa peptide binding, 2 h; Q07820; actives 1.5% (n = 220,000); inhibition, % at 21.7 µM;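 active means compounds that cut the protein-peptide binding signal by more than 50% relative to plate controls in a single-dose test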;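 further: His-tagged Mcl-1 with rhodamine Noxa BH3 peptide and terbium anti-His antibody; 0% = Mcl-1 plus Noxa peptide wells and 100% = peptide-only wells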
Target sequence (Q07820 whole entry, looked up): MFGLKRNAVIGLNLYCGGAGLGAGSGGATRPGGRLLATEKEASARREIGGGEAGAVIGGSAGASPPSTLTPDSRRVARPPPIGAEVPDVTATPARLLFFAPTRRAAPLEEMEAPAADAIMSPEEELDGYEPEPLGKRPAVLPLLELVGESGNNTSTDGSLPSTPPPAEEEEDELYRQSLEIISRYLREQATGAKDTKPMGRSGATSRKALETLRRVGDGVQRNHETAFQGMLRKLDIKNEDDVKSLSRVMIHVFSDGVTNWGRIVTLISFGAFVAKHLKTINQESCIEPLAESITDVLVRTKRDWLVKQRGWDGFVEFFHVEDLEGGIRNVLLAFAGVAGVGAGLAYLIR
Pf gamet viab: kills late stage P. falciparum gametocytes; P. falciparum stage V gametocytes, ATP luminescence, 24 h; inhibition, % at 10.9 µM; actives 0.065% (n = 150,000);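 active means inhibition above the mean plus 3 SD of compounds within the control limits, set per campaign, cut at about 38% in these data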;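 further: 0% = DMSO wells and 100% = medium only without gametocytes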
Cdc42 wt GTP: changes GTP binding to wildtype human Cdc42. percent activity (GTP binding), % at 10 µM. GST-Cdc42 beads, Bodipy-GTP binding, flow cytometry; actives lie on both sides. P60953. actives 0.2% (n = 190,000);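 active means percent activity GTP binding at least 20 points away from the 100% baseline, either down as inhibitor or up as activator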;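 further: median bead fluorescence of bound Bodipy-FL-GTP at 100 nM; 0% = excess unlabeled GTP control and 100% = no compound control; below 100% means less GTP binding so inhibitor and above means activator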
Target sequence (P60953 whole entry, looked up): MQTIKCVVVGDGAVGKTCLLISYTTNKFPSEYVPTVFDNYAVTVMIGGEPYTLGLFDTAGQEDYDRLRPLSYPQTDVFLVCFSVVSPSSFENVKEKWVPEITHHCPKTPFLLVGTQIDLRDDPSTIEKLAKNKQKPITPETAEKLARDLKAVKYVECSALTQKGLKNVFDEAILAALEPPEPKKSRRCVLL
Avidin bead fluor: avidin bead compound fluorescence profile. actives 0.38% (n = 220,000). fluorescence (KMESF) at 10 µM. Avidin beads, compound fluorescence 488/530 nm, flow cytometry; active compounds read high; in the data active means fluorescence above about 47; further: inactives centre near 10
Bim-Mcl-1: inhibitors of Bim-Mcl-1 interaction, human | Bead-based flow cytometry, Bim peptide-Mcl-1 binding | inhibition, % at 10 µM | actives 0.1% (n = 190,000) | AID 1009; in the data active means inhibition above about 40%;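 further: 0% = no compound tracer wells and 100% = peptide blocker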
Rab2 wt GTP: changes GTP binding to wildtype dog Rab2A, up or down | AID 760 | P61105 | GST-Rab2 wt beads, Bodipy-GTP binding, flow cytometry | GTP binding activity, % at 10 µM | actives 0.19% (n = 190,000);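 active means GTP binding activity at least 20 points away from 100%, either lowered or raised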;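 further: 0% = beads with excess unlabeled GTP and 100% = no-compound control corrected for plate trend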
Rab7 wt GTP bind: modulators of GTP binding to dog Rab7 wildtype GTPase; GST-Rab7 beads, fluorescent GTP binding, flow cytometry; actives lie on both sides; untreated = 100%, excess cold GTP = 0%; GTP binding activity (percent of control), % at 10 µM; actives 0.055% (n = 190,000);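 active means fluorescent GTP binding to Rab7 beads changed by at least 20 points from the 100% baseline, either direction, mostly lower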;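 further: median green fluorescence of bound Bodipy-FL-GTP per Rab7 bead population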
HRas wt GTP: human HRas wildtype GTP binding, change in either direction; P01112; GST-Ras wt beads, Bodipy-FL-GTP binding, flow cytometry; actives lie on both sides; GTP binding activity, % at 10 µM; actives 0.14% (n = 190,000); AID 759;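 active means GTP binding activity at least 20% away from the 100% baseline, either lowered as inhibitor or raised as activator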;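 further: 0% = unlabeled GTP competition control and 100% = no-compound control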
Target sequence (P01112 whole entry, looked up): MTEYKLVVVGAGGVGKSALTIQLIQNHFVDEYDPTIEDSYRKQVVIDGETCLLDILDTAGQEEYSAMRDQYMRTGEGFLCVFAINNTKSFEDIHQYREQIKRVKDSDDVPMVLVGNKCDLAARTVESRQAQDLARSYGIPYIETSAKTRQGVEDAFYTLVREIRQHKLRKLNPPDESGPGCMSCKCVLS
Rac1 wt modul: modulators of human Rac1 wildtype GTP binding; P63000; GST-Rac1 beads, fluorescent GTP binding, flow cytometry; actives lie on both sides; 0 = cold GTP competed, 100 = untreated; GTP binding activity (% of control), % at 10 µM; actives 0.27% (n = 190,000);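 active means GTP binding activity at least 20 points away from the 100% control level, either lower or higher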
Mcl1 Bid PPI: Mcl-1/Bid interaction inhibition; Q07820; actives 0.97% (n = 220,000); inhibition, % at 21.7 µM; TR-FRET Mcl-1/Bid-Dy647 peptide binding, 1536-well;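 active means compounds that cut the binding signal by more than half at the single screening dose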;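 further: His-tagged Mcl-1 with europium anti-His antibody binding Bid BH3 peptide; 0% = Mcl-1 plus peptide wells and 100% = peptide-only wells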
Rac1 act GTP bind: modulators of GTP binding to human Rac1 activated mutant; AID 764; GST-Rac1 activated beads, fluorescent GTP binding, flow cytometry; actives lie on both sides; 100% means binding = to untreated wells; actives 0.11% (n = 190,000); percent activity (GTP binding), % at 10 µM; P63000;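 active means GTP binding at least 20 percentage points away from the 100% baseline, in either direction, so actives lie on both sides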
* marks the source's active call; other numbers are inactive results; . = no result given.

SMILES | Mcl1 Noxa PPI | Pf gamet viab | Cdc42 wt GTP | Avidin bead fluor | Bim-Mcl-1 | Rab2 wt GTP | Rab7 wt GTP bind | HRas wt GTP | Rac1 wt modul | Mcl1 Bid PPI | Rac1 act GTP bind
COc1ccc(/C=N/N=C/c2ccc(OC)c(OC)c2)cc1OC | -3 | -22 | 103 | 7 | 0 | 101 | 102 | 101 | 102 | -13 | 101
O=C(Nc1cccn(Cc2ccccc2Cl)c1=O)NC1CCCCC1 | -12 | -13 | 96 | 10 | -1 | 97 | 99 | 94 | 97 | -65 | 94
COc1ccc(Cl)cc1S(=O)(=O)NCc1cccnc1 | -2 | -2 | 107 | 8 | -1 | 104 | 100 | 103 | 111 | -7 | 101
CC(C)Cn1c(SCC(=O)c2c(N)n(C)c(=O)n(C)c2=O)nc2ccccc21 | 15 | 16 | 98 | 12 | -2 | 96 | 99 | 100 | 103 | -12 | 99
Cc1cc(C)c(C#N)c(OCC(=O)c2ccccc2)n1 | 17 | . | 101 | 12 | -3 | 101 | 100 | 102 | 101 | -12 | 99
CCN(CC)C(=O)C1=C(C)NC(=O)NC1c1ccccc1F (centres undefined) | 8 | . | 105 | 16 | 0 | 108 | 111 | 109 | 106 | -18 | 104
CCCC(C(=O)NC1CCCCC1)N(CC1CCCO1)C(=O)CNS(=O)(=O)c1ccc(F)cc1 (centres undefined) | 6 | -20 | 102 | 6 | 1 | 102 | 104 | 100 | 102 | -16 | 100
Cc1cccc(C)c1NC(=O)COC(=O)Cc1ccsc1 | 3 | . | 100 | 12 | 0 | 99 | 100 | 96 | 104 | 5 | 97
Cc1cccc2cc(CN(Cc3nnnn3Cc3ccco3)C3CCCC3)c3nnnn3c12 | 7 | -7 | 102 | 36 | -5 | 98 | 103 | 99 | 103 | 1 | 98
CN(Cc1ccccc1)S(=O)(=O)c1ccc2c(c1)n(C)c(=O)n2C | 9 | . | 99 | 8 | -1 | 99 | 100 | 101 | 107 | 17 | 99
COc1ccc(NC(=O)c2ccc(-n3nc(C)cc3C)cc2)cc1OC | 10 | . | 99 | 9 | 0 | 101 | 103 | 101 | 99 | -17 | 100
CCN(c1ccccc1)S(=O)(=O)c1ccc(N)cc1 | 17 | . | 105 | 25 | -4 | 103 | 98 | 100 | 106 | 7 | 101
O=C(Nc1ccnc(-c2ccncc2)n1)c1ccc(Cl)cc1 | -3 | -23 | 93 | 9 | 0 | 95 | 98 | 96 | 95 | -35 | 93
Cc1cnc(C(=O)OCC(=O)NCc2ccccc2)cn1 | 5 | 0 | 104 | 7 | -3 | 102 | 103 | 103 | 110 | 2 | 102
CC1OC(C)(C)OC1C1CNc2nc(NC(=O)C(C)(C)C)[nH]c(=O)c2N1C(=O)c1cccnc1 (centres undefined) | 22 | . | 101 | 14 | -3 | 102 | 100 | 102 | 105 | -5 | 102
Cc1onc(-c2ccccc2)c1C(=O)N/N=C/c1cc2c(cc1Cl)OCO2 | -11 | 16 | 99 | 5 | -7 | 99 | 98 | 100 | 103 | 2 | 102
O=C(COC(=O)c1cncc(Br)c1)NCc1ccc(F)cc1 | 7 | 19 | 98 | 15 | 0 | 97 | 92 | 96 | 99 | -24 | 97
CCOc1ccc2sc(NS(=O)(=O)c3ccc(OC)c(OC)c3)nc2c1 | -14 | 0 | 103 | . | -1 | 99 | 104 | 102 | 109 | -39 | 97
CN/N=C/c1ccc(C#N)cc1 | -13 | 10 | 99 | 11 | -5 | 98 | 91 | 95 | 94 | -41 | 98
COc1ccc(-c2cc(C(F)F)n3ncc(C(=O)NCCCN4CCCC4=O)c3n2)cc1 | -20 | . | 98 | 7 | 0 | 99 | 98 | 97 | 96 | -23 | 97
CCOc1ccccc1N(CC(=O)Nc1ccc2c(c1)OCCO2)S(C)(=O)=O | 7 | 5 | 99 | 15 | -3 | 97 | 101 | 100 | 99 | -18 | 94
C/C(N)=C(/C#N)C(=O)CSc1nc2ccccc2[nH]1 | 37 | 16 | 105 | 7 | 1 | 102 | 106 | 105 | 108 | -40 | 101
CCCCn1c(SCC(=O)N2CC(C)CC(C)C2)nc2cc(S(N)(=O)=O)ccc21 (centres undefined) | 3 | 11 | 99 | 6 | -4 | 101 | 106 | 105 | 110 | -23 | 98
COc1ccc(CNCCC(c2ccc(F)cc2)c2ccc(OC)cc2)cc1 (centres undefined) | 6 | -9 | 101 | 13 | -4 | 103 | 100 | 103 | 106 | -28 | 102
CSc1nc(Sc2ccccc2)c2ccccc2n1 | 5 | . | 102 | 5 | -3 | 100 | 98 | 100 | 100 | -8 | 98
CCOc1ccc(OCCSc2nc(C)cc(=O)[nH]2)cc1 | 17 | -6 | 96 | 5 | 0 | 92 | 94 | 94 | 94 | 14 | 93
Cc1[nH]c2ccccc2c1/C=C(\C#N)C(=O)NCC1CCCO1 (centres undefined) | 9 | -10 | 99 | 10 | 0 | 98 | 101 | 95 | 100 | -44 | 96
Cc1cc(Br)c2[nH]c3c(c2c1)CCCC3=O | 2 | -4 | 103 | 16 | 3 | 101 | 97 | 101 | 103 | 24 | 98
COc1cc(C(=O)Nc2cc(-c3nc4cc(C)ccc4o3)ccc2C)cc(OC)c1OC | -8 | . | 99 | 5 | -1 | 98 | 96 | 98 | 98 | 49 | 97
CCOc1ccc2c(C)cc(=O)oc2c1OCC | 12 | . | 104 | 8 | -2 | 100 | 101 | 101 | 102 | -21 | 100
CCOC(=O)c1c(N)sc(-c2ccccc2)c1C | 0 | . | 100 | 4 | 0 | 100 | 101 | 98 | 104 | -15 | 96
COCCn1nnnc1C(c1ccccn1)N1CCN(c2cccc(C)c2C)CC1 (centres undefined) | 7 | . | 100 | 5 | -2 | 98 | 100 | 99 | 102 | -20 | 99
CN(C)CCOc1ccc(C(C)(C)c2ccccc2)cc1 | 26 | -38 | 98 | 6 | -1 | 98 | 104 | 99 | 102 | 65* | 97
CCOC(=O)c1cc2sccc2n1CC(=O)Nc1ccc(OC)cc1 | -3 | . | 106 | 27 | -3 | 103 | 103 | 103 | 109 | -16 | 101
c1cncc(-c2nnc3sc(C4CCCCC4)nn23)c1 | -3 | . | 95 | 25 | -2 | 95 | 94 | 95 | 98 | 3 | 97
CCOC(=O)N1CCN(C(=O)C2CCN(S(=O)(=O)CC)CC2)CC1 | -11 | . | 104 | 13 | -6 | 100 | 100 | 102 | 106 | -35 | 101
CC(CCc1ccccc1)NC(=O)Cc1cccs1 (centres undefined) | -2 | 25 | 100 | 10 | 1 | 100 | 104 | 100 | 101 | -43 | 98
COc1cccc(NC(=O)COC(=O)Cc2ccc(Br)cc2)c1 | 4 | -10 | 95 | 11 | -1 | 91 | 92 | 93 | 96 | -9 | 93
COc1cc(C(=O)N2CCN(C(=O)c3ccccc3)CC2)cc(OC)c1OC | -8 | 11 | 97 | 15 | -2 | 97 | 94 | 97 | 97 | -16 | 98
COc1ccc(CC(=O)Nc2ccc(S(=O)(=O)Nc3cc(C)on3)cc2)cc1OC | 1 | -23 | 104 | 42 | -3 | 104 | 103 | 102 | 105 | -8 | 101

By substructure, the compounds so far with fluorine.
SMILES | Mcl1 Noxa PPI | Pf gamet viab | Cdc42 wt GTP | Avidin bead fluor | Bim-Mcl-1 | Rab2 wt GTP | Rab7 wt GTP bind | HRas wt GTP | Rac1 wt modul | Mcl1 Bid PPI | Rac1 act GTP bind
CCN(CC)C(=O)C1=C(C)NC(=O)NC1c1ccccc1F (centres undefined) | 8 | . | 105 | 16 | 0 | 108 | 111 | 109 | 106 | -18 | 104
CCCC(C(=O)NC1CCCCC1)N(CC1CCCO1)C(=O)CNS(=O)(=O)c1ccc(F)cc1 (centres undefined) | 6 | -20 | 102 | 6 | 1 | 102 | 104 | 100 | 102 | -16 | 100
O=C(COC(=O)c1cncc(Br)c1)NCc1ccc(F)cc1 | 7 | 19 | 98 | 15 | 0 | 97 | 92 | 96 | 99 | -24 | 97
COc1ccc(-c2cc(C(F)F)n3ncc(C(=O)NCCCN4CCCC4=O)c3n2)cc1 | -20 | . | 98 | 7 | 0 | 99 | 98 | 97 | 96 | -23 | 97
COc1ccc(CNCCC(c2ccc(F)cc2)c2ccc(OC)cc2)cc1 (centres undefined) | 6 | -9 | 101 | 13 | -4 | 103 | 100 | 103 | 106 | -28 | 102

Next part
SMILES | Mcl1 Noxa PPI | Pf gamet viab | Cdc42 wt GTP | Avidin bead fluor | Bim-Mcl-1 | Rab2 wt GTP | Rab7 wt GTP bind | HRas wt GTP | Rac1 wt modul | Mcl1 Bid PPI | Rac1 act GTP bind
O=C(CN1CCN(CC(=O)Nc2ccccc2C(F)(F)F)CC1)Nc1ccccc1F | 0 | 13 | 102 | 5 | 0 | 99 | 94 | 102 | 108 | -17 | 98
CC(C)n1cnc2cc(NCc3ccccn3)ccc21 | 1 | . | 103 | 4 | -1 | 100 | 101 | 100 | 104 | -41 | 99
COCCN(C(=S)Nc1cc(C)cc(C)c1)C(C)c1cccs1 (centres undefined) | 13 | -4 | 99 | 9 | 1 | 99 | 96 | 98 | 105 | -27 | 96
CC1(C)CC(CC(=O)Nc2ccccc2[N+](=O)[O-])C(=O)O1 (centres undefined) | 7 | . | 105 | 11 | 1 | 100 | 106 | 100 | 104 | -3 | 101
CCn1c(COc2ccc(C)cc2)nnc1SCC(=O)Nc1ccc2c(c1)OCCO2 | 13 | . | 98 | 8 | 0 | 95 | 97 | 97 | 100 | 3 | 96
Cc1ccccc1-c1noc(-c2cccs2)n1 | 6 | . | 103 | 8 | 0 | 99 | 99 | 101 | 106 | -10 | 101
CC(=O)NC(NC(=S)Nc1c(C)n(C)n(-c2ccccc2)c1=O)C(Cl)(Cl)Cl (centres undefined) | -5 | -5 | 93 | 13 | 0 | 97 | 102 | 94 | 99 | -21 | 92

Mcl1 Bid PPI: hit marks shown above
canonical_smiles	Mcl1 Noxa PPI	Cdc42 wt GTP	Avidin bead fluor	Bim-Mcl-1	Rab2 wt GTP	Rab7 wt GTP bind	HRas wt GTP	Rac1 wt modul	Mcl1 Bid PPI	Rac1 act GTP bind
CN(C)CCOc1ccc(C(C)(C)c2ccccc2)cc1	26	98	6	-1	98	104	99	102	65*	97

Structures shown so far that contain bromine, in the order listed:
SMILES | Mcl1 Noxa PPI | Pf gamet viab | Cdc42 wt GTP | Avidin bead fluor | Bim-Mcl-1 | Rab2 wt GTP | Rab7 wt GTP bind | HRas wt GTP | Rac1 wt modul | Mcl1 Bid PPI | Rac1 act GTP bind
O=C(COC(=O)c1cncc(Br)c1)NCc1ccc(F)cc1 | 7 | 19 | 98 | 15 | 0 | 97 | 92 | 96 | 99 | -24 | 97
Cc1cc(Br)c2[nH]c3c(c2c1)CCCC3=O | 2 | -4 | 103 | 16 | 3 | 101 | 97 | 101 | 103 | 24 | 98
COc1cccc(NC(=O)COC(=O)Cc2ccc(Br)cc2)c1 | 4 | -10 | 95 | 11 | -1 | 91 | 92 | 93 | 96 | -9 | 93
